TRPC6 inhibitor – mouse TRPC6 channel inhibition. Q61143. HEK293-TRPC6, membrane potential dye, ACh-evoked depolarization; stronger effect = lower value. B-score at 10 µM. actives 1.1% (n = 310,000);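 active = B-score under library mean minus 3 SD, initial fluorescence not abnormally high, positive integrated signal ratio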;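 note: B-score derived from integrated fluorescence ratio over the kinetic read; more negative B-score means stronger inhibition of depolarization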
aSyn UTR inh – MLPCN primary screen, SNCA 5' untranslated region; actives 0.82% (n = 300,000); inhibition, % (tested at 7.5 µM); alpha-synuclein 5'UTR reporter, inhibitor activity; in the data active = inhibition above about 60%; inconclusive = no clear call, values can overlap the other calls;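 note: H4 neuroglioblastoma cells stably carrying SNCA 5'UTR luciferase fusion; 0% = DMSO wells and 100% = positive control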
MrgX1 antag – antagonists of human MrgX1 receptor | B-score at 10 µM | MRGX1-HEK293 calcium flux, Fluo-4, BAM8-22 antagonism; stronger effect = lower value | Q96LB2 | actives 1.3% (n = 310,000);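 active = calcium-response B-score plate-corrected more than 3 library SD below zero, starting fluorescence within 5 deviations, no agonist response on first addition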;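 note: peak minus trough fluorescence over baseline after final BAM8-22 challenge near maximal dose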
Target sequence (Q96LB2 whole entry, looked up): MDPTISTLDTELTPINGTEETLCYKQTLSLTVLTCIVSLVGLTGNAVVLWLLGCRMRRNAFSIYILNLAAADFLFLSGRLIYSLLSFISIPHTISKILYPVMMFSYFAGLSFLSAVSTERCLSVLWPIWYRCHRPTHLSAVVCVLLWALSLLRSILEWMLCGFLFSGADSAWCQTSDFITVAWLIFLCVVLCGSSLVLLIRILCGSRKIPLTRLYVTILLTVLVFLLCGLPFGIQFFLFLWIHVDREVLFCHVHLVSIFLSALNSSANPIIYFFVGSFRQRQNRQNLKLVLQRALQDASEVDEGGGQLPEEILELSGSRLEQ
TRPC6 act – mouse TRPC6 channel activation. HEK293-TRPC6 membrane potential dye fluorescence; stronger effect = higher value. B-score at 10 µM. actives 0.13% (n = 310,000). Q61143;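 active = B-score of the integrated fluorescence ratio above library mean plus 3 SD, and starting fluorescence ratio within library mean plus 5 SD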;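 note: higher score means more depolarization so channel activation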
HIF act – HIF pathway transcriptional activation. AID 1910. U2OS HRE-luciferase reporter, luminescence; normalized: DMSO 0%, desferrioxamine 100%. actives 0.32% (n = 300,000). activation, % at 7.5 µM (by protocol);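 active = mean activation of at least 10% of the iron chelator positive control signal, with at least half of replicates also reaching 10%; inconclusive = mean and replicate majority disagree about reaching 10%; inactive = mean and most replicates under 10%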
SKKanGAS inh – inhibitors of SKKanGAS S. pyogenes growth in kanamycin (SK-promoter or general growth effect); BacTiter-Glo, 6 h; inhibition, % at 7.5 µM; actives 1.3% (n = 300,000); AID 1662;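 active = mean replicate score, as percent of positive control median, at least 50; inconclusive = mean below 50 but one replicate at or above 50; inactive = mean and every replicate below 50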;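 note: strain carries kanamycin resistance gene driven by streptokinase promoter and grows in 40 µg/ml kanamycin; loss of luminescence reflects streptokinase promoter inhibition or plain growth inhibition; 0% = median of DMSO wells and 100% = positive control at its reference dose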
TRPC4 act – TRPC4 (mouse) channel activation. Q9QUQ5. HEK293 TRPC4beta/mu-opioid, Fluo4 calcium fluorescence; stronger effect = higher value. B-score at 10 µM. actives 0.49% (n = 310,000). AID 2237;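 active = B-score above 5 SD of library B-scores, and initial fluorescence ratio not above library mean plus 5 SD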;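 note: positive B-score marks a calcium rise read as TRPC4 activation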
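Assay system – TRPC4beta and mu-opioid receptor HEK293 stable cells · Measured by – Fluo4 fluorescence, kinetic · Schedule – dye loading 45 min room temperature, 110 s kinetic read · Read-out – B-scored integrated calcium fluorescence ratio · Controls – buffer and maximal DAMGO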
TRPC4 inh – blocks the mouse TRPC4 cation channel | Q9QUQ5 | HEK293 TRPC4beta/mu-opioid, DAMGO-evoked Fluo4 calcium flux; stronger effect = lower value | B-score at 10 µM | actives 0.39% (n = 300,000) | AID 2247;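 active = B-score over 3 SD under the library average, no early fluorescence shift, positive overall ratio signal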
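Assay system: HEK293 cells with stable TRPC4beta plus mu-opioid receptor expression; Probe or stimulus: DAMGO in two steps, submaximal then maximal; Dosing: single-point compound dosing; Measured by: Fluo4 calcium-dye fluorescence, kinetic read; Read-out basis: B score from integrated Fluo4 fluorescence ratio.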
KLF5 inhibitor – suppresses KLF5 promoter-driven expression. DLD-1 KLF5 promoter-luciferase reporter, luminescence. inhibition, % at 5 µM. actives 0.23% (n = 290,000). AID 1700;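 active = inhibition above a per-plate limit of that plate's mean compound inhibition plus 3 SD, cut at about 60% in these data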;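 note: 0% = DMSO wells and 100% = LY294002 at 200 µM; higher means less KLF5 promoter-driven luciferase light; inactives centre near -14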
IEC-6 tox – kills IEC-6 intestinal cells in KLF5 counter-screen | IEC-6 cytotoxicity, luminescence viability | inhibition, % at 5 µM | actives 0.78% (n = 290,000) | AID 1825; in the data active = inhibition above about 22%;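 note: 0% = plate median of test compound wells and 100% = cytotoxic reference compound wells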
TRPC4 PAM – TRPC4 (mouse) allosteric potentiation. actives 0.42% (n = 310,000). B-score at 10 µM. HEK293 TRPC4beta/mu-opioid, DAMGO EC20, Fluo-4 Ca2+ flux; stronger effect = higher value. Q9QUQ5. AID 2227;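 active = B-score of calcium response area above 5 SD of library B-scores, with initial fluorescence ratio within 5 SD of library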;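 note: B-score of integrated fluorescence ratio over time as area under calcium response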
Active calls of the source: *.

CCN(CC)CCN(Cc1cc2cc3c(cc2[nH]c1=O)OCCO3)C(=O)NC1CCCCC1 was read as TRPC6 inhibitor inactive, aSyn UTR inh -28.4, MrgX1 antag inactive, TRPC6 act inactive, HIF act 0.7, SKKanGAS inh 3.9, TRPC4 act inactive, TRPC4 inh inactive, KLF5 inhibitor -2.1, IEC-6 tox 4.1 and TRPC4 PAM inactive.
Screening O=C(Oc1cccc2c(O)cccc12)c1ccccc1 returned TRPC6 inhibitor inactive, aSyn UTR inh 2.9, MrgX1 antag inactive, TRPC6 act inactive, HIF act 0.3, SKKanGAS inh inconclusive, TRPC4 act inactive, TRPC4 inh inactive, KLF5 inhibitor 11.8, IEC-6 tox -10.5 and TRPC4 PAM inactive.
For O=C1COC(c2ccccc2)=CN1Cc1ccccc1 the results were TRPC6 inhibitor inactive, aSyn UTR inh 28.2, MrgX1 antag inactive, TRPC6 act inactive, HIF act -0.8, SKKanGAS inh -2.2, TRPC4 act inactive, TRPC4 inh inactive and TRPC4 PAM inactive.
`COc1cccc(CN2CCN(C3CCN(c4ccccc4C)CC3)CC2CCO)c1` (stereo unspecified) gave TRPC6 inhibitor inactive, aSyn UTR inh -28.5, MrgX1 antag inactive, TRPC6 act inactive, HIF act -0.5, SKKanGAS inh 0.2, TRPC4 act inactive, TRPC4 inh inactive, KLF5 inhibitor -31.6, IEC-6 tox -5.9 and TRPC4 PAM inactive.
Cc1nnc(SCC(=O)N(C)Cc2ccccc2)[nH]c1=O was read as TRPC6 inhibitor inactive, aSyn UTR inh 6.4, MrgX1 antag inactive, TRPC6 act inactive, HIF act -0.1, SKKanGAS inh -5.2, TRPC4 act inactive, TRPC4 inh inactive, KLF5 inhibitor -16.3, IEC-6 tox 0.7 and TRPC4 PAM inactive.
`CCCN(CCC)S(=O)(=O)c1ccc(C(=O)Nc2nnc(-c3cccc(OC)c3)o2)cc1` gave TRPC6 inhibitor inactive, aSyn UTR inh 69.9*, MrgX1 antag inactive, TRPC6 act inactive, HIF act -0.3, SKKanGAS inh 108.1*, TRPC4 act inactive, TRPC4 inh inactive, KLF5 inhibitor -23.3, IEC-6 tox -0.9 and TRPC4 PAM inactive.
For COc1ccc(N2CCN(CCCNS(=O)(=O)c3c(C)noc3/C=C/N(C)C)CC2)cc1 the results were TRPC6 inhibitor inactive, aSyn UTR inh 8.0, MrgX1 antag inactive, TRPC6 act inactive, HIF act 0.3, SKKanGAS inh 1.9, TRPC4 act inactive, TRPC4 inh inactive, KLF5 inhibitor 7.8, IEC-6 tox 1.3 and TRPC4 PAM inactive.
O=C(NCCc1ccccc1F)N[C@@H](Cc1ccccc1)C(=O)O was read as TRPC6 inhibitor inactive, aSyn UTR inh -7.5, MrgX1 antag inactive, TRPC6 act inactive, HIF act 0.8, SKKanGAS inh -5.7, TRPC4 act inactive, TRPC4 inh inactive, KLF5 inhibitor -37.4, IEC-6 tox 1.5 and TRPC4 PAM inactive.
Screening COc1ccc(OCC(=O)O/N=C(\N)Cc2cccs2)cc1 returned TRPC6 inhibitor inactive, aSyn UTR inh -52.2, MrgX1 antag inactive, TRPC6 act inactive, HIF act 1.4, SKKanGAS inh -0.5, TRPC4 act inactive, TRPC4 inh inactive, KLF5 inhibitor -22.4, IEC-6 tox -4.9 and TRPC4 PAM inactive.
Screening CCOC(=O)N1CCC(NC(=O)CCc2nc(-c3ccccc3F)no2)CC1 returned TRPC6 inhibitor inactive, MrgX1 antag inactive, TRPC6 act inactive, TRPC4 act inactive, TRPC4 inh inactive, KLF5 inhibitor -20.0, IEC-6 tox 2.3 and TRPC4 PAM inactive.
COCCCN1CN(S(=O)(=O)c2ccc(Cl)cc2)c2nc3ccccc3nc21 was read as TRPC6 inhibitor inactive, aSyn UTR inh -13.5, MrgX1 antag inactive, TRPC6 act inactive, HIF act 0.0, SKKanGAS inh 12.6, TRPC4 act inactive, TRPC4 inh inactive, KLF5 inhibitor -17.5, IEC-6 tox -1.6 and TRPC4 PAM inactive.
Screening O=C(NC1(C(F)(F)F)NC(=O)N(Cc2cccnc2)C1=O)c1ccncc1 (stereo unspecified) returned TRPC6 inhibitor inactive, aSyn UTR inh -0.5, MrgX1 antag inactive, TRPC6 act inactive, HIF act -0.2, SKKanGAS inh 11.9, TRPC4 act inactive, TRPC4 inh inactive, KLF5 inhibitor -20.6, IEC-6 tox 1.6 and TRPC4 PAM inactive.
For Cc1c(-c2ccc(Cl)cc2Cl)nc2ccccc2c1C(=O)NCCN1CCOCC1 the results were TRPC6 inhibitor inactive, aSyn UTR inh -1.2, MrgX1 antag inactive, TRPC6 act inactive, HIF act -0.6, SKKanGAS inh 1.1, TRPC4 act inactive, TRPC4 inh inactive, KLF5 inhibitor -31.2, IEC-6 tox -2.6 and TRPC4 PAM inactive.
Screening CCn1cc(S(=O)(=O)Nc2cccnc2)cn1 returned TRPC6 inhibitor inactive, aSyn UTR inh 3.1, MrgX1 antag inactive, TRPC6 act inactive, HIF act 0.8, SKKanGAS inh -6.3, TRPC4 act inactive, TRPC4 inh inactive, KLF5 inhibitor -0.8, IEC-6 tox 0.4 and TRPC4 PAM inactive.
`CCn1c(CO)nc2c1c(=O)[nH]c(=O)n2Cc1ccccc1` gave TRPC6 inhibitor inactive, aSyn UTR inh 10.5, MrgX1 antag inactive, TRPC6 act inactive, HIF act 0.0, SKKanGAS inh 2.6, TRPC4 act inactive, TRPC4 inh inactive, KLF5 inhibitor -27.8, IEC-6 tox -2.6 and TRPC4 PAM inactive.
For CC1CCCN(S(=O)(=O)c2ccc(NC(=O)CN3C(=O)NC(C)(c4ccccc4)C3=O)cc2)C1 (stereo unspecified) the results were TRPC6 inhibitor inactive, aSyn UTR inh -5.8, MrgX1 antag inactive, TRPC6 act inactive, HIF act -1.0, SKKanGAS inh -8.2, TRPC4 act inactive, TRPC4 inh inactive and TRPC4 PAM inactive.
For CCc1cc(C(c2ccncc2)N2CCN(C)CC2)c(NC(=O)c2ccccc2)s1 (stereo unspecified) the results were TRPC6 inhibitor inactive, aSyn UTR inh -32.6, MrgX1 antag inactive, TRPC6 act inactive, HIF act -0.2, SKKanGAS inh 0.0, TRPC4 act inactive, TRPC4 inh inactive, KLF5 inhibitor 4.8, IEC-6 tox -5.0 and TRPC4 PAM inactive.
For O=C(CN1CCC(n2nnc3cc(F)ccc32)CC1)NCc1ccco1 the results were TRPC6 inhibitor inactive, aSyn UTR inh -4.3, MrgX1 antag inactive, TRPC6 act inactive, HIF act -0.8, SKKanGAS inh -3.9, TRPC4 act inactive, TRPC4 inh inactive, KLF5 inhibitor 0.4, IEC-6 tox -5.4 and TRPC4 PAM inactive.
CC1(C)C2CC=C(/C=N/NC(=O)C(N)=O)C1C2 (stereo unspecified) was read as TRPC6 inhibitor inactive, aSyn UTR inh -0.1, MrgX1 antag inactive, TRPC6 act inactive, HIF act 0.8, SKKanGAS inh -17.0, TRPC4 act inactive, TRPC4 inh inactive, KLF5 inhibitor -7.8, IEC-6 tox -0.2 and TRPC4 PAM inactive.
Screening O=C(OCc1cc2ccccc2[nH]c1=O)c1cccs1 returned TRPC6 inhibitor inactive, aSyn UTR inh 3.4, MrgX1 antag inactive, TRPC6 act inactive, HIF act 0.0, SKKanGAS inh -1.5, TRPC4 act inactive, TRPC4 inh inactive, KLF5 inhibitor -7.8, IEC-6 tox 1.1 and TRPC4 PAM inactive.
Screening Cc1cccc(NC2SC(=O)NC2=O)c1 (stereo unspecified) returned TRPC6 inhibitor inactive, aSyn UTR inh -6.1, MrgX1 antag inactive, TRPC6 act inactive, HIF act -0.8, SKKanGAS inh 3.1, TRPC4 act inactive, TRPC4 inh inactive, KLF5 inhibitor 12.0, IEC-6 tox 2.6 and TRPC4 PAM inactive.
`N#Cc1sc(NCc2ccccn2)nc1Cl` gave TRPC6 inhibitor inactive, aSyn UTR inh 9.5, MrgX1 antag inactive, TRPC6 act inactive, HIF act 0.3, SKKanGAS inh -0.7, TRPC4 act inactive, TRPC4 inh inactive, KLF5 inhibitor -13.7, IEC-6 tox -7.4 and TRPC4 PAM inactive.
`Cc1cc(Cl)ccc1OCC(=O)N1CCCN(C(=O)COc2ccc(Cl)cc2C)CC1` gave TRPC6 inhibitor inactive, aSyn UTR inh 9.8, MrgX1 antag inactive, TRPC6 act inactive, SKKanGAS inh 11.1, TRPC4 act inactive, TRPC4 inh inactive, KLF5 inhibitor -12.3, IEC-6 tox -4.4 and TRPC4 PAM inactive.
For CC(Cl)c1cc(-c2ncc(C(F)(F)F)cc2Cl)no1 (stereo unspecified) the results were TRPC6 inhibitor inactive, aSyn UTR inh -35.0, MrgX1 antag inactive, TRPC6 act inactive, HIF act 0.0, SKKanGAS inh -6.7, TRPC4 act inactive, TRPC4 inh inactive, KLF5 inhibitor 2.3, IEC-6 tox 6.7 and TRPC4 PAM inactive.
CCOC(=O)CNC(=O)CSc1nnc(-c2ccc(OC)cc2)n1CC was read as TRPC6 inhibitor inactive, aSyn UTR inh 0.1, MrgX1 antag inactive, TRPC6 act inactive, HIF act -0.8, SKKanGAS inh -0.5, TRPC4 act inactive, TRPC4 inh inactive, KLF5 inhibitor 0.0, IEC-6 tox -4.1 and TRPC4 PAM inactive.
`Cc1cc(OCC(=O)N2CCOCC2)ccc1NC(=O)C1CCCCC1` gave TRPC6 inhibitor inactive, aSyn UTR inh 13.5, MrgX1 antag inactive, TRPC6 act inactive, HIF act 0.2, SKKanGAS inh -3.6, TRPC4 act inactive, TRPC4 inh inactive, KLF5 inhibitor -34.8, IEC-6 tox -0.6 and TRPC4 PAM inactive.
For C(=C\c1ccccc1)/CSc1nnc(-c2cccnc2)n1Cc1ccco1 the results were TRPC6 inhibitor inactive, aSyn UTR inh 25.2, MrgX1 antag inactive, TRPC6 act inactive, HIF act 0.0, SKKanGAS inh -4.9, TRPC4 act inactive, TRPC4 inh inactive, KLF5 inhibitor 0.8, IEC-6 tox 2.2 and TRPC4 PAM inactive.
